Screening data deposited in PubChem BioAssay by National Center for Advancing Translational Sciences (NCATS).
Lipid storage S3: qHTS Assay for Lipid Storage Modulators in Drosophila S3 Cells. Potency in µM for hits, for the others lipid storage change, negative = inhibition, % at the top dose, mostly 46.1 µM. Drosophila S3 cells, BODIPY lipid droplet fluorescence, 18-24 h; cells fed with added oleic acid. 320,000 compounds, 0.64% hits. AID 2685; active = well fitted inhibition curve with a large enough effect in the signal ratio, with a control signal flat, not every such curve was filed as active; inconclusive = small, poorly fitted or top-dose-only effect, or effect the other way, or a change in a side signal; the % refers to the signal ratio
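Laser-scanning cytometry quantifies lipid droplet accumulation (500–530 nm total intensity; droplet/cell object ratio) in oleic acid-fed (400 uM added) Drosophila S3 cells treated with a concentration series. 20 uM Triacsin C defined 100% inhibition.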
Lipid storage S3 cell count max: further read-out of Lipid storage S3, marked with its call; cell number change, %; measured here: cell count max response;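 cells counted by Cell Tracker Red CMTPX staining in the red channel; peak over a dose series mostly up to 46.1 µM; percent activity relative to internal control wells on each plate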
An asterisk follows results filed as active; i = inactive; ? = inconclusive; . = not tested or not shown. % is set by controls: 0 for no effect and ±100 for the full control effect; potency is the fitted concentration of half-maximal effect. The list is partial; rates above refer to the full screens.

No.	compound	Lipid storage S3	Lipid storage S3 cell count max
1	Cc1ccn2nc(C(=O)OCC(=O)N(CC(C)C)C3CCS(=O)(=O)C3)nc2n1 (stereo not drawn)	?	.
2	CC(C)[C@H](NC(=O)C1CCN(C(=O)[C@@H]2CCCN2)CC1)C(=O)NCc1ccc(F)cc1	i	.
3	COc1ccc(Br)cc1CNC(=O)Cn1nc(C)n2cccc2c1=O	?	.
4	O=C(NC1CCCCC1)N(Cc1ccccc1)Cc1ccco1	?	.
5	COc1cccc(C(C(=O)NC(C)(C)C)N(CC(C)C)C(=O)CCC(=O)Nc2cc(C)on2)c1OC (stereo not drawn)	-21.8%	7.5
6	CCCCN(CCCC)S(=O)(=O)c1ccc2oc(C(=O)N3CCOCC3)c(C)c2c1	?	.
7	COC(=O)c1ccc(Cl)c(NC(C)=O)c1	?	.
8	COc1cc(NS(=O)(=O)c2ccc(NC(=O)c3ccco3)cc2)nc(OC)n1	?	.
9	COc1ccc(C(=O)Nc2nc(-c3ccc(OC)cc3)c(-c3ccc([N+](=O)[O-])cc3)s2)cc1	?	.
10	S=c1[nH]nc(-c2ccncc2)n1/N=C/c1cccc(Cl)c1	?	.
11	COCc1cc(CN(C)C(=O)C2CCC(=O)N(Cc3cccc(OC)c3)C2)[nH]n1 (stereo not drawn)	?	.
12	Cc1ccc(C(=O)Nc2ccc3c4c(cccc24)CC3)cc1[N+](=O)[O-]	7.4%	-5.2
13	Cc1cccc(OCCCSc2nc3ccccc3[nH]2)c1	?	.
14	Cc1c(OCc2ccccc2)c(=O)ccn1Cc1ccccc1	29.7%	-8.6
15	CCSc1nnc(NC(=O)CSc2nc3c(c(=O)n2CC)SC(C)C3)s1 (stereo not drawn)	1.5%	-15.4
16	Cc1ccc(N2C(=O)CCC2(C(N)=O)c2ccccc2)cc1 (stereo not drawn)	?	.
17	CC1CCCN(CCCN2C(=O)C3C(C(=O)Nc4cccc(Cl)c4)C4C=CC3(O4)C2C(=O)NC2CCCCC2)C1 (stereo not drawn)	?	.
18	CCC1CCc2sc(C(=O)NCC3CCCO3)cc2C1 (stereo not drawn)	?	.
19	O=C(O)CC1=C(Nc2ccccc2)C(=O)N(c2ccccc2)C1c1ccc(F)cc1 (stereo not drawn)	-2.3%	-18.2
20	Cc1ccc(S(=O)(=O)NC(CC(=O)O)c2ccccc2)cc1 (stereo not drawn)	?	.
21	O=C(CN(Cc1cccs1)C(=O)CNC(=O)c1ccco1)NC1CCCCC1	?	.
22	COc1ccc(-c2sc(Nc3ccccc3)n[n+]2-c2ccccc2)cc1Br	?	.
23	O=C1c2ccccc2C(=O)N1c1nc(-c2cccs2)cs1	i	-9.6
24	COc1ccccc1-n1c(C)c2c(OC)cccc(=O)c2c1C	?	.
25	O=C1N(Cc2cccc(Cl)c2)C[C@@H]2C[C@@H](c3cccn3-c3cccnc3)N3CCC[C@@]123	-9.2%	-20.5

No.	compound	Lipid storage S3	Lipid storage S3 cell count max
26	CN(C)S(=O)(=O)c1cccc(NC(=O)CSc2nc3ccccc3n2-c2ccccc2)c1	-26.0%	-3.8
27	CCCCCn1c(NC2CCCCC2)nc2c1c(=O)[nH]c(=O)n2C	4.5%	-1.0
28	COc1cc(-c2c(-c3cccc(C)c3)oc3ccccc23)cc(OC)c1OC	?	.
29	COc1ccc(-c2cc(C(F)(F)F)nc(SCC(=O)N(C)Cc3cnn(C)c3C)n2)cc1OC	?	.
30	CC(C)(C)c1cc(S(=O)(=O)CCc2ccncc2)cc(C(C)(C)C)c1F	i	-5.6
31	O=C(NCc1nnnn1-c1ccc(F)cc1)c1ccc([N+](=O)[O-])o1	?	.
32	CC(N)C12CC3CC(CC(O)(C3)C1)C2 (stereo not drawn)	?	.
33	O=C(CSc1nnc(CNC(=O)c2ccco2)o1)c1ccccc1	?	.
34	O=C(COc1ccc([N+](=O)[O-])cc1)NCCC1=CCCCC1	16.5%	4.6
35	NC(=O)[C@H](Cc1cc2ccccc2s1)NC(=O)[C@@H]1CC2(CC(c3cccc(NC(=O)[C@@H]4CCC(=O)N4)c3)=NO2)CN1C(=O)/C=C/Sc1ccccc1 (stereo partly drawn)	21.9%	3.2
36	CCN(CC)c1nc2cc(C)ccc2cc1/C=C(\C#N)C(N)=O	?	.
37	Cc1ccccc1Nc1ccc(S(=O)(=O)N2CCOCC2)cc1[N+](=O)[O-]	-21.5%	-6.7
38	Cc1ccccc1C(=O)NNC(=O)C(C)N1C(=O)c2ccccc2C1=O (stereo not drawn)	?	.
39	O=[N+]([O-])c1ccc(-c2nc(Nc3cccc(O)c3)c3ccccc3n2)cc1	?	.
40	CCCc1[nH]nc2c1C(c1ccc(OC)c(CSC3=NCCS3)c1)C(C#N)=C(N)O2 (stereo not drawn)	?	.
41	O=C(COc1ccc2ccc(=O)oc2c1)N1CC[C@@]2(O)CCCC[C@H]2C1	?	.
42	Cn1c(=O)c2cc(S(=O)(=O)NC(Cc3ccccc3)C(=O)NCc3ccco3)ccc2n(C)c1=O (stereo not drawn)	?	.
43	COc1ccc(-c2cc(C(F)F)n3ncc(C(=O)N4CCc5ccccc5C4)c3n2)cc1	3.9%	24.0
44	O=C(NC1CCCC1)C1c2ccccc2C(=O)N1C1CCCCC1 (stereo not drawn)	?	.
45	c1ccc(C2=Nn3c(nnc3-c3cccs3)SC2)cc1	0.6%	.
46	CC(=O)[C@@]1(O)CCC2C3C=CC4=CC(=O)CC[C@]4(C)C3CC[C@@]21C (stereo partly drawn)	?	.
47	O=C(C1=C(O)C(=O)N(Cc2ccccc2)C1c1ccncc1)c1ccco1 (stereo not drawn)	?	.
48	OC(CNCCNc1ncccc1C(F)(F)F)Cn1ccc2ccccc21 (stereo not drawn)	?	.
49	CC(=O)N1CCN(S(=O)(=O)c2ccc(C)cc2)C1C(C)C (stereo not drawn)	?	.
50	COc1ccc(CNC(=O)c2c(-c3c(F)cccc3Cl)noc2C)cc1	?	.

No.	compound	Lipid storage S3	Lipid storage S3 cell count max
51	CC(C)NC(=O)C(Cc1ccccc1)N1C(=O)c2ccccc2C1=O (stereo not drawn)	0.5%	-13.7
52	Cc1ccccc1-n1c(C)nnc1SCC(=O)NC1CCCc2ccccc21 (stereo not drawn)	9.2%	13.1
53	COc1ccc(N(CC(=O)NCc2ccc(C)cc2)S(=O)(=O)c2ccccc2[N+](=O)[O-])c(OC)c1	-15.8%	-12.2
54	C/C(=N/NC(=O)c1ccoc1C)c1ccc(NC(=O)c2ccncc2)cc1	?	.
55	O=S(=O)(c1ccc(Br)s1)N1CCC(Cc2ccccc2)CC1	-1.2%	-6.9
56	CCOc1ccc(OCC)c(NC(=O)CSc2nc3c(c(=O)n(C)c(=O)n3C)n2C)c1	?	.
57	COCCNC(=O)c1cc(C(=O)CC(C)C)c[nH]1	?	.
58	COc1ccc(NC(=O)C2CCCN(C(=O)Nc3ccc(OC)cc3)C2)cc1 (stereo not drawn)	1.03µM*	16.7*
59	COc1ccc(C(=O)Nn2c(SCC(=O)NCC3CCCO3)nc3ccccc3c2=O)cc1 (stereo not drawn)	?	.
60	Brc1ccc(C2C3=C(Nc4ncnn42)c2ccccc2OC3c2ccncc2)cc1 (stereo not drawn)	?	.
61	COc1ccc(CCC(=O)NNC(=O)Nc2ccc(OC)c(OC)c2)cc1	?	.
62	Cn1nc(-c2ccc(OCC(=O)NCC3CCCO3)cc2)c2ccccc2c1=O (stereo not drawn)	-0.6%	-15.2
63	COc1ccc(NC(=O)N2CCN(S(C)(=O)=O)CC2)cc1OC	?	.
64	CC(C)NC(=O)CSc1nc(-c2ccccc2)cs1	11.1%	4.5
65	CC(Sc1nnc(COc2ccccc2)n1-c1ccccc1)C(=O)O (stereo not drawn)	?	.
66	CCCNC(=O)Cn1nc(C(F)(F)F)c2c1CCC2	10.9%	-4.9
67	COc1ccc(CC2(CO)CCN(Cc3c(C)nn(C(C)C)c3C)CC2)cc1	-1.0%	11.0
68	CC(=O)Nc1ccc(C(=S)NCC2(N(C)C)CCCCC2)cc1	?	.
69	CCOc1cc(S(=O)(=O)Nc2ccc(CC)cc2)ccc1Cl	?	.
70	COc1ccc(CCNC(=O)CSc2ccsc2[N+](=O)[O-])cc1OC	-4.8%	-0.4
71	O=C(COc1ccccc1F)Nc1cc(S(=O)(=O)Nc2cccc(Cl)c2)ccc1O	?	.
72	O=C(OCC(=O)N1CCCc2ccccc21)c1ccccc1[N+](=O)[O-]	i	.
73	CN(C(=O)COC(=O)C1COc2ccccc2O1)C1(C#N)CCCCC1 (stereo not drawn)	?	.
74	Cn1nnnc1SCC(=O)Nc1ccccc1N1CCCCC1	-0.4%	11.1
75	Cc1cc(Nc2ccccc2)n(-c2cccc(Cl)c2)n1	?	.

No.	compound	Lipid storage S3	Lipid storage S3 cell count max
76	CC(=O)Nc1ccc(NC(=O)c2cccc3ccccc23)cc1	?	.
77	COCCOc1ccc(C(F)(F)F)cc1NC(=O)Cc1ccc(S(=O)(=O)N2CCOCC2)s1	-5.5%	-16.5
78	CCCCC(=O)Nc1ccccc1N1CCOCC1	?	.
79	COc1ccccc1N=c1c2c([N+](=O)[O-])cc([N+](=O)[O-])cc2n(O)n1-c1ccccc1OC	-20.1%	0.4
80	O=C1NC[C@@H](Cc2cccc3ccccc23)N(CCC23CC4CC(CC(C4)C2)C3)C1=O	?	.
81	Cc1c(S(=O)(=O)Nc2cccc(Cl)c2)c(=O)n(C)c(=O)n1C	?	.
82	COCCSc1nnc(NC(=O)C2CCCCC2)s1	?	.
83	CC(C)CNC(=O)c1cccc(NC(=O)Cc2ccc(Cl)cc2)c1	23.9%	20.2
84	CSc1nnc2n(-c3ccccc3)c(=O)c3c4c(sc3n12)CCC4	?	.
85	CN(Cc1cccs1)c1ncnc2sccc12	?	.
86	Nc1ccc(Cc2ccc(N)c(C(=O)O)c2)cc1C(=O)O	?	.
87	COc1ccc(NC(=O)c2cc(S(=O)(=O)NCC3COc4ccccc4O3)ccc2F)cc1 (stereo not drawn)	9.6%	-1.9
88	CCN(CC)c1ccc(C(=O)NC(=S)Nc2cc(S(=O)(=O)N3CCOCC3)ccc2-n2cncn2)cc1	?	.
89	c1ccc(Oc2cccc(OCCCCN3CCCC3)c2)cc1	?	.
90	COc1cc(/C=C2\SC(=S)N(CC(=O)Nc3ccc(O)cc3)C2=O)cc(OC)c1OC	12.1%	19.7
91	CN(C)c1ccc(/C=C2\CCCc3c2nc2ccccc2c3C(=O)O)cc1	?	.
92	O=C(Nc1ccccc1OC(F)F)C1CC(=O)N(Cc2ccccc2)C1 (stereo not drawn)	?	.
93	CCn1nnc2cc(C(=O)NCCc3ccccc3F)ccc21	?	.
94	COc1ccc(-n2c(=O)[nH]c3cc(C(=O)NCCc4ccc(OC)c(OC)c4)ccc3c2=O)c(OC)c1	22.0%	-9.8
95	Cc1cc(C)cc(NC(=O)CSc2nnc(CNC(=O)c3ccco3)o2)c1	i	2.3
96	Cc1cc(C(C)(C)C)cc(C)c1Cn1c2[n+](c3ccc(C(F)(F)F)cc31)CCCCC2	?	.
97	CN1C(=O)C2C=CC1C1C(=O)N(c3ccccc3)C(=O)C21 (stereo not drawn)	?	.
98	O=C1C2C3C=CC(C2C(=O)N1c1ccccc1O)C1C2C(=O)N(c4ccccc4O)C(=O)C2C31 (stereo not drawn)	?	.
99	CCOC(=O)c1ccccc1NC(=O)Cn1c(=O)n(Cc2ccccc2)c(=O)c2c(C)c(C)sc21	14.1%	2.2
100	CCCC(=O)Nc1nnc(Cc2ccccc2)s1	?	.

No.	compound	Lipid storage S3	Lipid storage S3 cell count max
101	Cc1nn(-c2ccccc2)c(C)c1C(=O)OCC(=O)N1CCN(S(=O)(=O)c2ccccc2)CC1	19.6%	2.4
102	O=C(CSc1nnc(CNC(=O)c2c(F)cccc2F)o1)NCc1ccccc1	?	.
103	Cc1ccc(S(=O)(=O)NCCC(c2ccccc2)c2ccco2)cc1 (stereo not drawn)	?	.
104	CCCNC(=S)N1CC2(C)CN(C(=O)C(=O)OCC)CC(C)(C1)C2=O	13.3%	12.2
105	COc1ccc(OCc2cc(C(=O)N(C)Cc3nnc(C)o3)no2)c(Cl)c1	i	10.4
106	C=CCOc1cccc(C(=O)NC(c2ccccc2)C(C)C)c1 (stereo not drawn)	?	.
107	CCC1CCCCN1CCCNC(=O)c1ccc(N2CCCC2=O)cc1 (stereo not drawn)	0.1%	.
108	Cc1ccc(Cn2nnc3c(=O)n(Cc4ccccc4C)cnc32)cc1	20.8%	-2.7
109	Cc1nc(SCC(=O)NCc2ccccc2)c2oc3ccccc3c2n1	i	.
110	CC1CCC/C(=C\Nc2ccccc2C(=O)O)C1=O (stereo not drawn)	-7.4%	-5.2

3 of the entries above in order of their number in Lipid storage S3 cell count max, ascending.
No.	compound	Lipid storage S3	Lipid storage S3 cell count max
101	Cc1nn(-c2ccccc2)c(C)c1C(=O)OCC(=O)N1CCN(S(=O)(=O)c2ccccc2)CC1	19.6%	2.4
105	COc1ccc(OCc2cc(C(=O)N(C)Cc3nnc(C)o3)no2)c(Cl)c1	i	10.4
104	CCCNC(=S)N1CC2(C)CN(C(=O)C(=O)OCC)CC(C)(C1)C2=O	13.3%	12.2

Gathered by group: the compounds so far with a cyano group.
No.	compound	Lipid storage S3	Lipid storage S3 cell count max
36	CCN(CC)c1nc2cc(C)ccc2cc1/C=C(\C#N)C(N)=O	?	.
40	CCCc1[nH]nc2c1C(c1ccc(OC)c(CSC3=NCCS3)c1)C(C#N)=C(N)O2 (stereo not drawn)	?	.
73	CN(C(=O)COC(=O)C1COc2ccccc2O1)C1(C#N)CCCCC1 (stereo not drawn)	?	.
